Tau fluor cs – counter-screen for tau fibril formation inhibitors | Potency, µM (doses to about 57.7 µM), inactives show at the top dose activity change, negative = decrease | tau K18 P301L Alexa594 fluorescence, heparin fibrillization | AID 1463 | actives 0.93% (n = 280,000); note: % is set by controls: 0 for no effect and ±100 for the full control effect; nearly all actives have a fitted effect of over 55% in size
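Human tau K18 P301L (15 uM unlabeled, 0.24 uM Alexa 594-labeled) in 100 mM sodium acetate pH 7 with 20 uM heparin, 6 hr at 37 C. ThT 30 uM added, 1 hr ambient; Alexa 594 FP and total fluorescence read at 555/632 nm.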
Epigenetic reg – regulators of epigenetic silencing causing reporter derepression in mouse cells; Potency, µM (top dose mostly 53.9 µM), for inactives: at the top dose GFP activation, actives largely listed as activators; murine LDR cells, GFP reporter derepression, 30 h; actives 0.2% (n = 280,000); note: % of control where 0% means no effect; nearly all actives have a fitted effect of over 60% in size
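Murine LDR cells carrying a silenced, genomically integrated CMV-driven GFP reporter were exposed to compound for 30 hours at 37 C. After PBS washes, GFP-positive cells (20–120 um objects) were counted by laser-scanning microplate cytometry.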
GAA glycogen mod – GAA glycogen-cleavage inhibition or activation; actives 0.38% (n = 300,000); Potency, µM (doses to about 76.4 µM), for the others: at the highest dose activity change, negative = inhibition, most hits filed as inhibitors; recombinant GAA, glycogen substrate, Amplex Red glucose oxidase fluorescence; P10253;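 note: 0% = full enzyme reaction and -100% = no-enzyme basal signal; the screen sought inhibitors and activators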
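qHTS, 1536-well; enzyme 4 nM final; cpd up to 77 uM; substrate bovine liver glycogen 30 ug; 50 mM citrate/phosphate pH 5.0, 0.01% Tween-20; 37 C, 40 min; Amplex Red detection 45 min RT; Hill fit → AC50.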
GAA inh – inhibitors of human lysosomal alpha-glucosidase; purified human GAA, 4-MU-alpha-glucoside fluorescence; Potency, µM (series often up to 76.9 µM), inactives show at the top dose activity change, negative = inhibition, usual class: inhibitors; actives 0.005% (n = 200,000); P10253;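 note: plate controls were uninhibited enzyme wells for no effect and no-enzyme background for full effect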
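Endpoint fluorogenic read: 20 min room-temperature reaction of 4 nM human alpha-glucosidase with 400 uM 4-methylumbelliferyl-alpha-D-pyranoside, pH 5.0, quenched with 1M NaOH/1M glycine pH 10. AC50 from Hill modeling.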
GLA spleen mod – inhibitors or activators of human alpha-galactosidase in spleen homogenate. human spleen homogenate, 4MU-alpha-Gal fluorescence, 40 min. P06280. actives 0.008% (n = 240,000). AID 2107. Potency, µM (highest dose often 80 µM), inactives show at the highest dose activity change, negative = inhibition, usual class: inhibitors;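 note: 0% = enzyme with vehicle and -100% = no enzyme basal signal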
Target sequence (P06280 32-429 limits assumed): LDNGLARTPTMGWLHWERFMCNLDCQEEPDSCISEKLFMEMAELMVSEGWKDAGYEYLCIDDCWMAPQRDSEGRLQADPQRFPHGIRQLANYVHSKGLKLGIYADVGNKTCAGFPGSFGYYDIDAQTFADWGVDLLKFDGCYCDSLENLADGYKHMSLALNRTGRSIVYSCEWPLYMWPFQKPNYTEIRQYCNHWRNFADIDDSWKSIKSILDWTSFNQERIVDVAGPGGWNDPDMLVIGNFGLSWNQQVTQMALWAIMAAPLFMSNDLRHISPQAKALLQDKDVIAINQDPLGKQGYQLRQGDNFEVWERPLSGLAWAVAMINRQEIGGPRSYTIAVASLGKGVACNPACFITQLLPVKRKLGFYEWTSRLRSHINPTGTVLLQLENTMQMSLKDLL
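qHTS titration in buffer at pH 5.0. Alpha-galactosidase activity in spleen homogenate was measured via 4-methylumbelliferone release from 1 mM fluorogenic substrate after 40 min at 37C and a pH 10 stop. AC50 came from Hill fits of control-normalized data.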
ALDH1A1 inh – inhibitors of human aldehyde dehydrogenase 1A1; actives 7.3% (n = 220,000); Purified ALDH1A1, NADH fluorescence, propionaldehyde substrate; Potency, µM (series often up to 75.3 µM), without a hit: at the highest dose activity, negative = inhibition, hits mostly inhibitors; P00352; active = well fitted inhibition curve with a large enough effect, not every such curve was filed as active; inconclusive = small, poorly fitted or top-dose-only effect, or another doubt; inactive = no such curve, though single readings can be large or run the other way;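 note: plate controls were no enzyme wells and a reference inhibitor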
Target sequence (P00352 whole entry, looked up): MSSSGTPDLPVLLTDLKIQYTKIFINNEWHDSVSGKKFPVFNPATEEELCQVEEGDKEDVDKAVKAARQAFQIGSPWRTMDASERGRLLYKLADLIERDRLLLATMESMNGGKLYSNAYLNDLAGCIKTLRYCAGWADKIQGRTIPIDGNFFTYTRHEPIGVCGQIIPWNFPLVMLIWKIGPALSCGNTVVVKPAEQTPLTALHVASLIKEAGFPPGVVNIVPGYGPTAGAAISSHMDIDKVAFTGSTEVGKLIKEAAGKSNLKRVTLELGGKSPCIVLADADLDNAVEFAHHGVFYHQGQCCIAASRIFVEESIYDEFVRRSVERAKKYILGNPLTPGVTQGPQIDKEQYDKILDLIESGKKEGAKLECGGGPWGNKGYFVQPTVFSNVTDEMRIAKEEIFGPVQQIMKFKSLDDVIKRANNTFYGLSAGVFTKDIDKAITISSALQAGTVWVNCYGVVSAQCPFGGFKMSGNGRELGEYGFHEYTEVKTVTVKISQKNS
aGlu spleen mod – inhibitors or activators of human alpha-glucosidase in spleen homogenate; P10253; human spleen homogenate, 4-MU-alpha-glucoside fluorescence; Potency, µM (top dose mostly 79.9 µM), for the others: at the top dose activity change, negative = inhibition, hits mostly inhibitors; actives 0.006% (n = 240,000); AID 2112;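 note: 0% = enzyme with vehicle and -100% = no enzyme basal signal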
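Human spleen homogenate (1 ug) incubated with compounds and 1 mM 4-methylumbelliferyl-alpha-D-glucopyranoside in pH 5.0 citrate/phosphate buffer, 37 C, 40 min. Stopped at pH 10; 4-MU fluorescence (Ex 365/Em 440 nm); AC50 by Hill fit.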
NPSR antag – antagonists of human neuropeptide S receptor cAMP signaling | Q6W5P4 | CHO-NPSR cells, cAMP TR-FRET, antagonist mode | Potency, µM (highest dose often 38.3 µM), for the others: at the top dose activity change, negative = inhibition, hits mostly inhibitors | actives 1% (n = 220,000) | AID 1461; note: % is set by controls: 0 for no effect and ±100 for the full control effect; nearly all actives have a fitted effect of over 50% in size; many of its hits are not listed in these tables
* hit, by the source's call; [ ] = remark or other dose. Unless noted, calls come from the whole dose curve; as a rule, active = well fitted curve in the direction sought with a large enough effect; inconclusive = small, poorly fitted or top-dose-only effect, or another doubt; inactive = no such curve, though single readings can be large; an effect the other way counts as inactive or inconclusive. Potency is the fitted concentration of half-maximal effect. An excerpt; count on the stated rates, not on these rows.

Screening CCOc1ccc(NC(=O)COC(=O)CCS(=O)(=O)c2ccc(C)cc2)cc1 returned Tau fluor cs -7%, Epigenetic reg 0.0%, GAA glycogen mod -7%, GAA inh 6%, GLA spleen mod 7%, ALDH1A1 inh inconclusive, aGlu spleen mod -1% and NPSR antag 11%.
`Cc1cc(C)n2nc3ccccc3c2n1` gave Tau fluor cs 6%, Epigenetic reg 1.0%, GAA glycogen mod 5%, GAA inh 1%, GLA spleen mod 10%, ALDH1A1 inh -3%, aGlu spleen mod 1% and NPSR antag 0%[46.1 µM].
`CCN(CC)CCNC(=O)CCc1nn(C)c(=O)c2ccccc12` gave Tau fluor cs 7%, Epigenetic reg -0.1%, GAA glycogen mod 9%, GAA inh -5%, GLA spleen mod -11%, ALDH1A1 inh inconclusive, aGlu spleen mod -9% and NPSR antag -16%[46.1 µM].
Screening Cc1nc2ccccn2c1C(=O)NN=C1CCCC1 returned Tau fluor cs 2%, Epigenetic reg -0.4%, GAA glycogen mod inconclusive, GAA inh 2%, GLA spleen mod 1%, ALDH1A1 inh inconclusive, aGlu spleen mod 3% and NPSR antag 6%.
Screening Cc1cc(N2C(=O)C(O)=C(C(=O)c3ccco3)C2c2cccnc2)no1 (stereo unspecified) returned Tau fluor cs -10%, Epigenetic reg -1.0%, GAA glycogen mod 3%, GAA inh 3%, GLA spleen mod -1%, ALDH1A1 inh -5%, aGlu spleen mod -18% and NPSR antag 14%[46.1 µM].
O=C(Nc1cccc(-c2nnc(-c3ccccc3)o2)c1)c1ccco1 was read as Tau fluor cs -8%, Epigenetic reg 5.2%, GAA glycogen mod 7%, GAA inh 3%, GLA spleen mod 6%, ALDH1A1 inh 2%, aGlu spleen mod 4% and NPSR antag inconclusive.
For O=C(CCC1CCCC1)N1CCN(C(=O)c2ccco2)CC1 the results were Tau fluor cs 3%, Epigenetic reg -2.0%, GAA glycogen mod -7%, GAA inh -4%, GLA spleen mod 1%, ALDH1A1 inh inconclusive, aGlu spleen mod 3% and NPSR antag -8%[46.1 µM].
Screening COc1ccc(Nc2oc(-c3ccco3)nc2S(=O)(=O)c2ccc(F)cc2)cc1 returned Tau fluor cs inconclusive, Epigenetic reg -1.1%, GAA glycogen mod inconclusive, GAA inh -7%, GLA spleen mod -3%, ALDH1A1 inh inconclusive, aGlu spleen mod 2% and NPSR antag -25%.
CC(C)CN(C(=O)C(c1ccccc1)c1ccccc1)c1c(N)n(CC(C)C)c(=O)[nH]c1=O was read as Tau fluor cs 2%, Epigenetic reg -3.7%, GAA glycogen mod 12%, GAA inh -6%, GLA spleen mod 7%, ALDH1A1 inh 9%, aGlu spleen mod -4% and NPSR antag -49%.
COc1cc2[nH]c(=S)n(Cc3ccc(C)cc3)c(=O)c2cc1OC was read as Tau fluor cs -25%, Epigenetic reg inconclusive, GAA glycogen mod 1%, GAA inh 9%, GLA spleen mod -5%, ALDH1A1 inh 1%, aGlu spleen mod -11% and NPSR antag -12%.
`Cc1nn(-c2nc3ccccc3s2)c(N)c1-c1ccc(Cl)cc1` gave Tau fluor cs inconclusive, Epigenetic reg 1.0%, GAA glycogen mod 1%, GAA inh -3%, GLA spleen mod 2%, ALDH1A1 inh 8%, aGlu spleen mod -2% and NPSR antag -26%.
`CSC(=NC#N)N1CCN(c2cccc(Cl)c2)CC1` gave Tau fluor cs -3%, Epigenetic reg -2.9%, GAA glycogen mod -2%, GAA inh -1%, GLA spleen mod 1%, ALDH1A1 inh inconclusive, aGlu spleen mod -13% and NPSR antag -7%[46.1 µM].
For CCn1nnc(-c2ccccc2NC(=O)c2cccc(-n3cnnn3)c2)n1 the results were Tau fluor cs -3%, Epigenetic reg 0.4%, GAA glycogen mod -4%, GAA inh -4%, GLA spleen mod 5%, ALDH1A1 inh inconclusive, aGlu spleen mod -6% and NPSR antag -13%[46.1 µM].
For CCC1CCc2c(sc(NC(=O)C3c4ccccc4Oc4ccccc43)c2C(N)=O)C1 (stereo unspecified) the results were Tau fluor cs -30%, Epigenetic reg 2.1%, GAA glycogen mod 2%, GAA inh -8%, GLA spleen mod -4%, ALDH1A1 inh inconclusive, aGlu spleen mod -8% and NPSR antag -8%.
`CCN(c1ccccc1)S(=O)(=O)c1cc(C(=O)Nc2ccc(F)c(F)c2)ccc1F` gave Tau fluor cs inconclusive, Epigenetic reg 0.0%, GAA glycogen mod -11%, GAA inh -15%, GLA spleen mod 3%, ALDH1A1 inh 4%, aGlu spleen mod -5% and NPSR antag inconclusive.
CCC(CC)C(=O)Nc1cccc(C(=O)N2CCCCCC2)c1 was read as Tau fluor cs 3%, Epigenetic reg 0.0%, GAA glycogen mod -8%, GAA inh -1%, GLA spleen mod 2%, ALDH1A1 inh -7%, aGlu spleen mod -5% and NPSR antag -3%[46.1 µM].
`Cc1cc(C(=O)CSc2nnnn2-c2ccccc2)c(C)n1CC1CCCO1` (stereo unspecified) gave Tau fluor cs -6%, Epigenetic reg 1.3%, GAA glycogen mod -6%, GAA inh -8%, GLA spleen mod 3%, ALDH1A1 inh inconclusive, aGlu spleen mod 0% and NPSR antag -17%[46.1 µM].
Screening NC(=O)c1ccc(NCC2COc3ccccc3O2)c([N+](=O)[O-])c1 (stereo unspecified) returned Tau fluor cs -22%, Epigenetic reg 4.1%, GAA glycogen mod 3%, GAA inh -5%, GLA spleen mod -4%, ALDH1A1 inh -9%, aGlu spleen mod -1% and NPSR antag -4%.
For COc1ccccc1COCC(O)CN(Cc1ccco1)Cc1ccccc1O (stereo unspecified) the results were Tau fluor cs -22%, Epigenetic reg 5.7%, GAA glycogen mod -12%, GAA inh inconclusive, GLA spleen mod -20%, ALDH1A1 inh -10%, aGlu spleen mod -4% and NPSR antag -30%.
C=CCn1c(SCC(=O)Nc2cc(C)ccc2C)nnc1-c1cnccn1 was read as Tau fluor cs -8%, Epigenetic reg 1.0%, GAA glycogen mod 12%, GAA inh 2%, GLA spleen mod -6%, ALDH1A1 inh -8%, aGlu spleen mod 0% and NPSR antag 4%[46.1 µM].
For CC(=O)O/N=C/c1c(Cl)n(C)c2ccccc12 the results were Tau fluor cs 5%, Epigenetic reg -2.0%, GAA glycogen mod -14%, GAA inh 7%, GLA spleen mod 4%, ALDH1A1 inh -3%, aGlu spleen mod -11% and NPSR antag 15%.
`CN1CCN(c2ccccc2NC(=O)c2cccc([N+](=O)[O-])c2)CC1` gave Tau fluor cs -1%, Epigenetic reg 1.2%, GAA glycogen mod 16%, GAA inh 7%, GLA spleen mod -4%, ALDH1A1 inh 7%, aGlu spleen mod -3% and NPSR antag -7%.
`O=C(O)CCn1c(=O)[nH]c2ccccc2c1=O` gave Tau fluor cs 5%, Epigenetic reg 0.0%, GAA glycogen mod -7%, GAA inh -2%, GLA spleen mod 11%, ALDH1A1 inh inconclusive, aGlu spleen mod 4% and NPSR antag -14%[46.1 µM].
Screening COc1ccc(OCCC(=O)OCc2c(C)noc2C)cc1 returned Tau fluor cs -4%, Epigenetic reg 4.1%, GAA glycogen mod 8%, GAA inh 3%, GLA spleen mod -1%, ALDH1A1 inh -7%, aGlu spleen mod -3% and NPSR antag -6%[46.1 µM].

Pulled by structure from the list above:
Screening COc1ccc(OCCC(=O)OCc2c(C)noc2C)cc1 returned Tau fluor cs -4%, Epigenetic reg 4.1%, GAA glycogen mod 8%, GAA inh 3%, GLA spleen mod -1%, ALDH1A1 inh -7%, aGlu spleen mod -3% and NPSR antag -6%[46.1 µM].
`O=C(O)CCn1c(=O)[nH]c2ccccc2c1=O` gave Tau fluor cs 5%, Epigenetic reg 0.0%, GAA glycogen mod -7%, GAA inh -2%, GLA spleen mod 11%, ALDH1A1 inh inconclusive, aGlu spleen mod 4% and NPSR antag -14%[46.1 µM].

Structures from the list above that have a nitro group on carbon:
Screening NC(=O)c1ccc(NCC2COc3ccccc3O2)c([N+](=O)[O-])c1 (stereo unspecified) returned Tau fluor cs -22%, Epigenetic reg 4.1%, GAA glycogen mod 3%, GAA inh -5%, GLA spleen mod -4%, ALDH1A1 inh -9%, aGlu spleen mod -1% and NPSR antag -4%.
`CN1CCN(c2ccccc2NC(=O)c2cccc([N+](=O)[O-])c2)CC1` gave Tau fluor cs -1%, Epigenetic reg 1.2%, GAA glycogen mod 16%, GAA inh 7%, GLA spleen mod -4%, ALDH1A1 inh 7%, aGlu spleen mod -3% and NPSR antag -7%.

Continued.
Cc1ccc(C)c(S(=O)(=O)N/N=C/c2ccc(N(C)C)cc2)c1 was read as Tau fluor cs inconclusive, Epigenetic reg -1.3%, GAA glycogen mod inconclusive, GAA inh 4%, GLA spleen mod -2%, ALDH1A1 inh inconclusive, aGlu spleen mod 5% and NPSR antag -6%.
For CC1CCCCN1C(=O)C1CCCCN1S(=O)(=O)c1cccc([N+](=O)[O-])c1 (stereo unspecified) the results were Tau fluor cs -18%, Epigenetic reg -1.0%, GAA glycogen mod 3%, GLA spleen mod 5%, aGlu spleen mod -4% and NPSR antag -3%.
Screening CS(=O)(=O)N(CC(=O)N/N=C/c1cc([N+](=O)[O-])ccc1Cl)c1ccccc1 returned Tau fluor cs -26%, Epigenetic reg -1.0%, GAA glycogen mod -1%, GAA inh -7%, GLA spleen mod -18%, ALDH1A1 inh 4%, aGlu spleen mod -12% and NPSR antag -29%[46.1 µM].
For CNC(=S)N(C)c1ccccc1 the results were Tau fluor cs -15%, Epigenetic reg 1.1%, GAA glycogen mod -2%, GAA inh 2%, GLA spleen mod 1%, ALDH1A1 inh 4%, aGlu spleen mod 0% and NPSR antag 15%.
`Cc1ccc(C(=O)CN(C(=O)c2ccc(Cl)cc2)N2C(=O)c3ccccc3C2=O)cc1` gave Tau fluor cs -13%, Epigenetic reg 0.0%, GAA glycogen mod 2%, GAA inh -5%, GLA spleen mod 1%, ALDH1A1 inh 0%, aGlu spleen mod 2% and NPSR antag inconclusive.
COC(=O)/C=C/CSC1=N/C(=C/c2ccc(-n3cncn3)cc2)C(=O)N1 was read as Tau fluor cs -5%, Epigenetic reg 4.5%, GAA glycogen mod 5%, GAA inh 1%, GLA spleen mod 4%, ALDH1A1 inh inconclusive, aGlu spleen mod 1% and NPSR antag 5%[46.1 µM].
CC(C)(C)[C@H]1C=C(C(=O)N2CCN(Cc3ccc4c(c3)OCO4)CC2)O[C@@H](OCc2ccc(CO)cc2)C1 was read as Tau fluor cs -5%, Epigenetic reg 2.3%, GAA glycogen mod -6%, GLA spleen mod -2%, ALDH1A1 inh -8%, aGlu spleen mod 1% and NPSR antag 47%.
